# Screening data (PubChem BioAssay)
# Pf gametocyte: kills late stage P. falciparum gametocytes | P. falciparum stage V gametocytes, ATP luminescence, 24 h | inhibition, % at 10.9 µM | hit rate 0.065% among 150,000 | AID 743093;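 active = inhibition above the mean plus 3 SD of compounds within the control limits, set per campaign, cut at about 38% in these data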;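 also: 0% = DMSO wells and 100% = medium only without gametocytes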
# Avidin bead fluor: avidin bead compound fluorescence profile; Avidin beads, compound fluorescence 488/530 nm, flow cytometry; active compounds read high; fluorescence (KMESF) at 10 µM; hit rate 0.38% among 220,000; AID 1775; in the data active = fluorescence above about 47; also: inactives centre near 10
# Rab2 wt GTP: changes GTP binding to wildtype dog Rab2A, up or down; P61105; GST-Rab2 wt beads, Bodipy-GTP binding, flow cytometry; GTP binding activity, % at 10 µM; hit rate 0.19% among 190,000;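 active = GTP binding activity at least 20 points away from 100%, either lowered or raised; inconclusive = signal likely due to the compound's own green fluorescence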;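 also: 0% = beads with excess unlabeled GTP and 100% = no-compound control corrected for plate trend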
# Mcl1 Noxa PPI: Mcl-1/Noxa interaction inhibition. Q07820. TR-FRET Mcl-1/Noxa peptide binding, 2 h. inhibition, % at 21.7 µM. hit rate 1.5% among 220,000. AID 1022;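 active = compounds that cut the protein-peptide binding signal by more than 50% relative to plate controls in a single-dose test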;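 also: His-tagged Mcl-1 with rhodamine Noxa BH3 peptide and terbium anti-His antibody; 0% = Mcl-1 plus Noxa peptide wells and 100% = peptide-only wells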
# Target sequence (Q07820 whole entry, looked up): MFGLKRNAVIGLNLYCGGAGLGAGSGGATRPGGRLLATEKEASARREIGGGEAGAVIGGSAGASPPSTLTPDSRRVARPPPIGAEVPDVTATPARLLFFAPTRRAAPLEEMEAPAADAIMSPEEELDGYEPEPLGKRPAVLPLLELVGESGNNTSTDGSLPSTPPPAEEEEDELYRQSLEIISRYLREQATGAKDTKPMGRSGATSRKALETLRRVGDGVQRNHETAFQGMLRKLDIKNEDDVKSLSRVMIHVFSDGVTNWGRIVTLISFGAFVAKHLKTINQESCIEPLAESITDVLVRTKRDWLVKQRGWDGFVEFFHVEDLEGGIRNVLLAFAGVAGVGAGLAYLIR
# Cdc42 wt GTP: human Cdc42 wildtype GTP binding change, either direction. P60953. GST-Cdc42 beads, Bodipy-GTP binding, flow cytometry; actives lie on both sides. percent activity (GTP binding), % at 10 µM. hit rate 0.2% among 190,000. AID 761;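 active = percent activity GTP binding at least 20 points away from the 100% baseline, either down as inhibitor or up as activator; inconclusive = compound flagged as likely green fluorescent from well-wide comparison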;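 also: median bead fluorescence of bound Bodipy-FL-GTP at 100 nM; 0% = excess unlabeled GTP control and 100% = no compound control; below 100% means less GTP binding so inhibitor and above means activator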
# Target sequence (P60953 whole entry, looked up): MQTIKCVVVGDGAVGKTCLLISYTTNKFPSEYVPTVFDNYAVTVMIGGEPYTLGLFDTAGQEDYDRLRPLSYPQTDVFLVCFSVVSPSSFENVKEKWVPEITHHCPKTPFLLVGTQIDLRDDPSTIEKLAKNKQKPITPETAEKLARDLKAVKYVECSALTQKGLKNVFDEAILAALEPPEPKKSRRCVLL
# Rac1 wt GTP bind: human Rac1 wildtype GTP binding, inhibitors and activators. GST-Rac1 beads, fluorescent GTP binding, flow cytometry; actives lie on both sides; 0 = cold GTP competed, 100 = untreated. GTP binding activity (% of control), % at 10 µM. hit rate 0.27% among 190,000;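 active = GTP binding activity at least 20 points away from the 100% control level, either lower or higher; inconclusive = compound flagged as likely green fluorescent, judged across all proteins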
# HRas wt GTP: changes GTP binding to wildtype human HRas; P01112; GST-Ras wt beads, Bodipy-FL-GTP binding, flow cytometry; actives lie on both sides; GTP binding activity, % at 10 µM; hit rate 0.14% among 190,000; AID 759;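 active = GTP binding activity at least 20% away from the 100% baseline, either lowered as inhibitor or raised as activator; inconclusive = flagged as likely green fluorescent, judged across all proteins in the well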;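 also: 0% = unlabeled GTP competition control and 100% = no-compound control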
# Target sequence (P01112 whole entry, looked up): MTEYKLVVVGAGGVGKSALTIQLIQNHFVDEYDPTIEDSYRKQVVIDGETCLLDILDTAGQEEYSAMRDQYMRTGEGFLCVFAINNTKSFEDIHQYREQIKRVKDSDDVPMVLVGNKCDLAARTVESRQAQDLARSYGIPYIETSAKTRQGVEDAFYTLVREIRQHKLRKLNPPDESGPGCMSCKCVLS
# Rac1 mut GTP: human Rac1 activated mutant GTP binding change; GST-Rac1 activated beads, fluorescent GTP binding, flow cytometry; actives lie on both sides; 100% means binding = to untreated wells; percent activity (GTP binding), % at 10 µM; hit rate 0.11% among 190,000;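 active = GTP binding at least 20 percentage points away from the 100% baseline, in either direction, so actives lie on both sides; inconclusive = Compound likely fluorescent itself, or too few beads counted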
# Mcl1-Bid inh: Mcl-1/Bid interaction inhibition | TR-FRET Mcl-1/Bid-Dy647 peptide binding, 1536-well | inhibition, % at 21.7 µM | hit rate 0.97% among 220,000 | AID 1021;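 active = compounds that cut the binding signal by more than half at the single screening dose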;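 also: His-tagged Mcl-1 with europium anti-His antibody binding Bid BH3 peptide; 0% = Mcl-1 plus peptide wells and 100% = peptide-only wells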
# Rab7 wt GTP bind: dog Rab7 wildtype GTP binding, inhibitors and activators | GST-Rab7 beads, fluorescent GTP binding, flow cytometry; actives lie on both sides; untreated = 100%, excess cold GTP = 0% | GTP binding activity (percent of control), % at 10 µM | hit rate 0.055% among 190,000 | AID 758;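 active = fluorescent GTP binding to Rab7 beads changed by at least 20 points from the 100% baseline, either direction, mostly lower; inconclusive = compound itself probably fluorescent, or too few beads counted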;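 also: median green fluorescence of bound Bodipy-FL-GTP per Rab7 bead population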
# Mcl-1 Bim block: human Bim-Mcl-1 interaction inhibition | Q07820 | Bead-based flow cytometry, Bim peptide-Mcl-1 binding | inhibition, % at 10 µM | hit rate 0.1% among 190,000 | AID 1009; in the data active = inhibition above about 40%;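 also: 0% = no compound tracer wells and 100% = peptide blocker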
# Active calls of the source: *; ? = inconclusive; / = no result given.
SMILES,Pf gametocyte,Avidin bead fluor,Rab2 wt GTP,Mcl1 Noxa PPI,Cdc42 wt GTP,Rac1 wt GTP bind,HRas wt GTP,Rac1 mut GTP,Mcl1-Bid inh,Rab7 wt GTP bind,Mcl-1 Bim block
COc1cccc(-c2cc(C(=O)NCCN3CCOCC3)no2)c1,-13,7,98,-2,102,105,102,100,-17,99,0
COc1ccc(OCCC(=O)Nc2nccs2)cc1,-1,10,93,-14,98,93,96,96,-27,96,-2
CCn1ncc2c1C(=O)NC1c3ccccc3C(=O)N21 (centres undefined),/,7,100,26,101,98,100,97,-12,101,2
CC(=O)N(C(C)=O)n1c(C)nc2sc3c(c2c1=O)CCCC3,-3,10,100,22,100,102,97,94,37,104,17
CC1=C(C(=O)OCC2CCCO2)C(c2coc3ccc(Cl)cc3c2=O)C2=C(CCCC2=O)N1 (centres undefined),24,9,97,9,99,100,97,95,-32,98,0
CC(C)(C)SCCNC(=O)c1cccc([N+](=O)[O-])c1,-14,7,?,9,?,?,?,?,-41,?,-3
COc1ccc(N)c2c1C(=O)c1ccccc1C2=O,3,3,?,32,?,?,?,?,-92,?,11
Cc1c(NC(=O)c2cc(=O)[nH]c3ccccc23)c(=O)n(-c2ccccc2)n1C,13,10,105,18,107,104,106,102,-13,101,-1
O=C(O)CC(CP(=O)(c1ccccc1)c1ccccc1)C(=O)O (centres undefined),-2,12,98,-20,100,103,99,97,-11,97,-5
O=C(CCC(=O)Nc1ccccc1Cl)N/N=C/c1c[nH]c2ccccc12,10,8,99,14,99,102,101,100,-68,102,3
COc1ccc(C2=C(c3ccc([N+](=O)[O-])cc3)C(=O)OC2)cc1,-9,20,93,13,90,95,94,91,-19,99,1
CCc1ccccc1N(CC(=O)N1CCN(c2ccccc2)CC1)S(C)(=O)=O,/,16,100,-12,101,102,101,101,-43,101,0
Cc1ccc(Cl)cc1NC(=S)N(CCCN1CCN(C)CC1)Cc1cccs1,1,12,98,12,98,97,97,98,-26,94,-6
O=CNCC(=O)NCCc1ccc(Cl)cc1,/,14,100,17,101,100,99,99,-27,101,-4
O=C(CSc1nnc(NC2CCCCC2)s1)NN1C(=O)NC2(CCCCC2)C1=O,/,3,98,24,100,101,99,100,-27,101,25

# Single records (already shown). Order of values: Pf gametocyte | Avidin bead fluor | Rab2 wt GTP | Mcl1 Noxa PPI | Cdc42 wt GTP | Rac1 wt GTP bind | HRas wt GTP | Rac1 mut GTP | Mcl1-Bid inh | Rab7 wt GTP bind | Mcl-1 Bim block
# Cc1ccc(Cl)cc1NC(=S)N(CCCN1CCN(C)CC1)Cc1cccs1 as listed: 1 | 12 | 98 | 12 | 98 | 97 | 97 | 98 | -26 | 94 | -6
# COc1ccc(N)c2c1C(=O)c1ccccc1C2=O as listed: 3 | 3 | ? | 32 | ? | ? | ? | ? | -92 | ? | 11

# (continued)
SMILES,Pf gametocyte,Avidin bead fluor,Rab2 wt GTP,Mcl1 Noxa PPI,Cdc42 wt GTP,Rac1 wt GTP bind,HRas wt GTP,Rac1 mut GTP,Mcl1-Bid inh,Rab7 wt GTP bind,Mcl-1 Bim block
c1ccc(Cn2nnc3c(NCC4CCCO4)ncnc32)cc1 (centres undefined),7,21,102,-5,104,103,102,100,-16,99,-2
COCCCNc1oc(-c2cccs2)nc1S(=O)(=O)c1ccc(C)cc1,-13,9,96,15,98,97,95,94,-42,93,0
COc1ccc(NC(=O)c2sccc2C)cn1,-1,6,95,-3,98,103,97,95,0,98,0
Cc1cc(NC(=O)CCC(=O)N(Cc2ccco2)C(C(=O)NC2CCCCC2)c2cccs2)no1 (centres undefined),-4,12,97,18,96,103,97,97,-15,97,0
CC1CN(C(=O)c2ccc(COc3ccccc3Br)o2)CC(C)O1 (centres undefined),-6,10,98,4,98,102,96,96,-6,98,-1
CC(O/N=C\c1ccccc1O)C(=O)Nc1ccccc1C(=O)N1CCOCC1 (centres undefined),4,16,96,12,102,102,100,99,-7,101,-3
COc1ccc(NC(=O)C2CCCN2S(=O)(=O)c2ccc(F)cc2)cc1 (centres undefined),/,6,103,13,102,104,101,97,-17,102,0
CCc1ccc(NC(=O)C(C)OC(=O)/C=C/c2cccc([N+](=O)[O-])c2)cc1 (centres undefined),-1,5,92,0,96,99,97,95,-11,97,-25
COc1ccc(CN2CCNC(=O)C2CC(=O)N2CCc3ccccc3C2)c(OC)c1 (centres undefined),7,10,?,2,?,?,?,?,-53,?,0
O=C(CN(Cc1ccccc1)S(=O)(=O)c1ccccc1)N/N=C/c1ccccc1C(=O)O,3,9,95,10,95,97,97,95,-49,100,0
Cc1sc(NC(=O)COc2ccccc2)c(C#N)c1-c1ccccc1,2,12,97,0,96,102,96,97,-20,95,-5
CCOC(=O)N1CCC(NC(=O)Cn2cc3c(n2)CCC(C)C3)CC1 (centres undefined),/,20,99,23,104,106,99,99,-5,101,-4
O=C1NN=C(c2ccc(Cl)cc2)CC1c1cccc(Cl)c1 (centres undefined),/,9,99,-4,101,100,98,98,14,98,0
COc1ccc(CC(=O)NC(=S)NNC(=O)COc2c(C)cccc2C)cc1,7,1,93,-26,97,98,97,97,-91,96,3
O=C(CSc1ccsc1[N+](=O)[O-])NCc1ccco1,-17,12,97,3,97,97,97,96,-47,95,-2
CCN1c2ccccc2N(C)C1(C)c1ccccc1 (centres undefined),/,13,97,85*,100,105,98,98,30,103,2
Nc1nonc1C(=O)NCCNc1ccc([N+](=O)[O-])cn1,/,12,97,7,102,100,97,98,-4,97,0
COc1ccc(N2C(=O)N(Cc3ccccc3F)c3ccccc3S2(=O)=O)cc1,/,22,96,17,94,98,99,92,-8,102,-1
O=c1cc(/C=C/c2c(F)cccc2Cl)[nH]c2ccccc12,6,29,98,-27,102,105,100,103,-9,99,-6
COc1ccc(N(CC(=O)Nc2ccccc2SC)S(C)(=O)=O)cc1OC,-2,15,108,13,108,103,108,101,-54,101,-1
O=C1NC(c2ccccc2)=NC1(NS(=O)(=O)c1ccc(Cl)cc1)C(F)(F)F (centres undefined),4,15,103,9,98,103,101,100,-6,98,-5
CCNC(=O)/C(=C\C=C\c1ccccc1)NC(=O)c1ccc(Br)o1,6,6,102,-5,107,105,104,102,-15,100,-5
COc1cccc(CN(C)C(=S)Nc2ccc(C)c(C)c2)c1,14,17,97,12,98,103,95,97,-25,93,-2
CCCCCCCCCCS(=O)(=O)N/N=C/c1ccccc1OC,-4,13,86,13,91,90,89,87,-13,92,-2
COC(=O)c1ccccc1NC(=O)c1ccccc1SC,/,34,98,3,101,105,100,99,5,101,-2
CCOC(=O)NC(NC(=S)Nc1ccc(OC)cc1)C(Cl)(Cl)Cl (centres undefined),/,5,98,10,98,104,100,100,-62,99,-6
COc1cccc(N2C(=O)CC(N3CCc4ccccc43)C2=O)c1 (centres undefined),/,1,99,-6,98,104,98,98,-30,100,-2
CC(C)C(NC(=O)OCc1ccccc1)C(=O)NCC(=O)OC(C)(C)C (centres undefined),-1,8,100,-13,99,97,99,95,0,103,1
O=C1c2cc([N+](=O)[O-])cc3cc([N+](=O)[O-])cc(c23)C(=O)N1c1ccccn1,18,8,96,12,97,98,97,96,21,97,-6
CCNC(=S)NC1CC2CCCC(C1)N2Cc1ccco1 (centres undefined),/,17,104,6,105,103,103,99,-24,101,-1
Cc1cccc(C)c1Nc1c(-c2ccsc2)nc2ncccn12,7,16,96,26,95,92,98,97,-49,97,2
CCC(=O)NCCSc1c[nH]c2ccccc12,-4,11,103,1,105,108,103,102,-29,102,-4
OCC#Cc1ncc(C(F)(F)F)cc1Cl,18,9,99,16,99,99,99,97,-19,98,-4
CC(C(=O)O)N1C(=O)CSC1=S (centres undefined),-8,11,96,-1,100,99,97,97,-23,94,0
Cc1cc(C)n(-c2ccc(C(=O)OCC(=O)NC(c3ccccc3)c3ccccc3)cc2)n1,7,5,102,-4,102,104,104,102,-23,107,1
CCOc1ccccc1Nc1ccc(C(=O)O)cc1[N+](=O)[O-],4,6,99,5,101,103,98,100,-17,97,4
Cc1ccc(C(=O)NC(C)c2ccc3c(c2)OCO3)s1 (centres undefined),9,21,95,18,94,96,98,94,-25,101,-1
COc1ccc(-n2c(C)cc(C(=O)COC(=O)c3cc(NC(=O)c4cccs4)c(OC)c(OC)c3)c2C)cc1,-9,12,97,-17,100,102,98,96,-30,100,-2
CNC(=O)C(=O)N/N=C/c1ccc(Br)cc1,-26,11,98,6,97,96,96,97,-4,100,-2
COc1ccc(-c2nnc(NC(=O)CSc3ccc(C)cc3)s2)cc1OC,-25,14,103,-2,104,108,103,102,-12,103,-4
COc1ccc2c(c1OC)C(=O)N(c1ccc(C)cc1)C2=O,/,10,100,-10,99,100,99,95,-19,112,0
Cc1cc(C)c2cc(C(c3nnnn3CC3CCCO3)N3CCN4CCCC4C3)c(=O)[nH]c2c1 (centres undefined),18,12,100,10,105,105,101,101,-12,101,-3
O=C(NCc1n[nH]c(=S)n1-c1ccccc1)c1ccc(S(=O)(=O)N2CCCCC2)cc1,-23,8,101,9,97,101,98,95,-18,107,-6
CC(=O)CCN1CCOCC1,/,9,101,-4,103,106,101,99,-25,97,2
CCOC(=O)c1ccc(NS(=O)(=O)c2cnc[nH]2)cc1,/,29,101,5,104,106,102,103,-20,99,-2
O=C(CCC(=O)N(CC(=O)NC1CCCC1)Cc1ccc2c(c1)OCO2)Nc1ccccn1,21,16,101,5,106,105,101,98,0,100,0
Cc1cc2cc(CNC(=O)Cc3ccc([N+](=O)[O-])cc3)ccc2n1C,18,6,97,8,96,98,100,96,-22,98,-1
CCCN(CCO)Cc1cccc(Oc2ccccc2)c1,16,12,99,14,100,97,98,98,10,93,3
CCCCCCn1c2c(c(=N)c3c1CCC3)CCC2,/,20,98,12,100,99,99,100,2,98,1
Cc1ccccc1Nc1nc(N)nc(COC(=O)C(NC(=O)c2ccco2)C(C)C)n1 (centres undefined),-10,12,107,-12,111,108,107,104,-17,100,0
CCSc1nc(C2CC2)cc(-c2cccs2)c1C#N,/,10,96,-9,96,99,98,97,-12,96,0
N#C/C=C(/N)c1ccc(Br)cc1,17,12,95,0,101,98,97,94,-10,94,-5
CCc1c(C(=O)Nc2nnc(C3CC3)s2)csc1C,/,7,96,7,101,100,98,100,-16,98,2
COc1cccc(-c2nc(CS(=O)(=O)CC(=O)NCc3ccccc3)c(C)o2)c1,/,6,100,13,102,105,101,101,-15,97,-2
CCN(CC)c1c([N+](=O)[O-])c(=O)sc2ccccc12,8,1,99,-2,98,100,100,99,-28,99,-2
O=C1CCCC2=C1C(c1ccco1)Nc1ccc3ccccc3c12 (centres undefined),/,18,98,99*,97,96,97,97,60*,98,1
Cc1ccsc1C1C(C(=O)O)c2ccccc2C(=O)N1C (centres undefined),/,11,108,14,110,111,108,102,-12,103,-1
